Screening data: PubChem, several laboratories
S1P3 agonist – human S1P3 receptor agonists, primary screen, cell-based, primary and confirmation, NFAT-BLA reporter; S1P3 NFAT-BLA reporter cells, agonism, FRET ratio; relative to 1 µM S1P, basal subtracted; activation, % at 4.5 µM; 60,000 compounds, 0.1% hits; AID 373, 2006;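 active means activation above the screen-wide mean plus 3 SD, cut at about 4.5% in these data, passing the limit was not always enough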; further: some compounds called inactive have numbers as strong as hits
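Assay system: stable CHO line with human S1P3, Gα16, NFAT-BLA reporter; Detection: FRET β-lactamase substrate fluorescence, excitation 405 nm, 460/535 nm emission ratio, background-subtracted; Read-out: percent activation versus median 1 µM S1P response, basal-subtracted, per plate; Incubation: cells plated overnight, compound 4 h 37 °C, substrate 2 h RT.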
5HT1a antag – human 5-HT1a receptor antagonists, primary screen, cell-based, CHO, Ga15 NFAT-bla reporter; CHO 5-HT1a Ga15 NFAT-bla reporter, antagonist mode; 62,000 compounds, 0.68% hits; inhibition, % at 10 µM;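 active means inhibition above the mean of all tested compounds plus 3 SD, cut at about 43% in these data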;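 further: receptor stimulated by 5-CT agonist at 100 nM near EC80; beta-lactamase reporter measured by ratiometric fluorescence of a cleavable substrate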
Target sequence (P08908 whole entry, looked up): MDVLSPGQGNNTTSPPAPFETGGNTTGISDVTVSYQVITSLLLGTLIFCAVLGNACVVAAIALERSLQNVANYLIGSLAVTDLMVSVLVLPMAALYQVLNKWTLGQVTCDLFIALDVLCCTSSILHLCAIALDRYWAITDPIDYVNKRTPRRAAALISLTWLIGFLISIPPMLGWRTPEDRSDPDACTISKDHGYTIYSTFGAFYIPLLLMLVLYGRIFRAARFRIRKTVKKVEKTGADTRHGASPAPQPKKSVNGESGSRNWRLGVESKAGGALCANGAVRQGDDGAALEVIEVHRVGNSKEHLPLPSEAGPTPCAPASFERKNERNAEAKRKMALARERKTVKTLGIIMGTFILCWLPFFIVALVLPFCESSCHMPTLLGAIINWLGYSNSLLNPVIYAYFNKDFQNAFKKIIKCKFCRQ
S1P1 ag pot – S1P1 agonists and agonism potentiators, primary screen, cell-based, primary and confirmation screens, CRE-bla reporter. S1P1 CRE-bla cells, forskolin, beta-lactamase FRET, potentiator mode; S1P1 agonist co-added at EC20, 2 nM; 100% = saturating reference agonist, 0% = basal. Sphingosine 1-phosphate receptor 1 (Homo sapiens), P21453. activation, % at 9.5 µM. 56,000 compounds, 0.57% hits;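 active means activation above a cutoff set at the mean activation of all tested compounds plus 3 SD, cut at about 54% in these data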;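 further: forskolin at 4 µM as EC80 and the EC20 agonist is SEW2871; 100% = SEW2871 at its EC100 plus forskolin at EC80; some compounds past the cut are filed as inactive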
Target sequence (P21453 whole entry, looked up): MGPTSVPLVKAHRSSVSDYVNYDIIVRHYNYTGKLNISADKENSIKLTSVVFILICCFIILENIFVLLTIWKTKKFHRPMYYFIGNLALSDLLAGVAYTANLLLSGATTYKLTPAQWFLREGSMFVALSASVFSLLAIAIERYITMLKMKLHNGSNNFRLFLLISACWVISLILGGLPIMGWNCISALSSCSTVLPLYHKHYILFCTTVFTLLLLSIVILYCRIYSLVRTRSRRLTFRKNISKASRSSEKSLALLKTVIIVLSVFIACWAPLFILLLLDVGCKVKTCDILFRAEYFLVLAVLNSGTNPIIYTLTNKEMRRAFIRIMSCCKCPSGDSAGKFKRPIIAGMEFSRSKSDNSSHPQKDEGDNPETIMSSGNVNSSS
5HT1a ag – human 5-HT1a receptor agonists, primary screen, cell-based, CHO, Ga15 NFAT-bla reporter. CHO 5-HT1a Ga15 NFAT-bla reporter, FRET ratio; 0% basal, 100% maximal reference agonist. activation, % at 10 µM. 65,000 compounds, 0.56% hits. AID 567, 2006;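 active means activation above the screen-wide mean activation plus 3 SD, cut at about 19% in these data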;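 further: 0% = DMSO wells and 100% = 5-CT at EC100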
Jurkat tox 60K – cytotoxicity toward Jurkat T cells, primary screen, cytotoxicity control, cell-based, Jurkat E6.1, 60K MLSMR library | Jurkat E6.1 viability, ATP luminescence, 48 h | inhibition, % at 4 µM | 56,000 compounds, 1.2% hits;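 active means inhibition above the mean inhibition of all tested compounds plus 3 SD, cut at about 28% in these data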
HTR1E antagonist – 5-HT1E receptor antagonists, primary screen, cell-based, HTS; AID 571, 2007; inhibition, % at 6 µM; 5-hydroxytryptamine receptor 1E (Homo sapiens), P28566; CHO 5-HT1E Ga15 NFAT-bla reporter, FRET, antagonist; 65,000 compounds, 0.99% hits;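 active means inhibition above a set limit, the mean inhibition across every tested compound plus 3 SD, cut at about 29% in these data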;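 further: signal is the 460 over 535 nm emission ratio of beta-lactamase substrate; 0% = agonist plus DMSO wells and 100% = wells without agonist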
HEK293 NFkB inh – inhibitors of PMA/ionomycin-induced NF-kB reporter, primary screen, antigen receptor NF-kB inhibitor project, cell-based, HEK-293 luciferase reporter, luminescence; HEK-293 NF-kB luciferase reporter; 62,000 compounds, 0.21% hits; inhibition, % at 3 µM;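 active means inhibition above the mean of all tested compounds plus 3 SD, cut at about 40% in these data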;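 further: 0% = stimulated DMSO wells and 100% = 10 µM reference inhibitor 5653914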
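Timing: 1 h pretreatment, 16 h stimulation, 37 °C; system: HEK-293 cells with stable firefly luciferase reporter driven by four HIV NF-kB elements; doses: 3 µM once, 0.30% DMSO; measured by: luciferase luminescence; control set: DMSO and 10 µM reference inhibitor; repeats: single test; reagent: PMA plus ionomycin mix as NF-kB-activating stimulus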
D1 mod – D1 CRE-luciferase signal change, two-sided – cell-based, HEK293 D1, dopamine EC30, D1 allosteric modulator project, primary screen; dopamine EC30 potentiation; actives deviate in either direction; AID 641, 2007; 58,000 compounds, 5.9% hits; D(1A) dopamine receptor (Homo sapiens), P21728; B-score at 10 µM;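 active means luminescence count or its row- and column-corrected plate score outside the 99.7% band of the plate's sample wells, on either side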
5HT1E ag – 5-HT1E receptor agonists, primary screen, cell-based, HTS | 5-hydroxytryptamine receptor 1E (Homo sapiens), P28566 | CHO 5-HT1E Ga15 NFAT-bla reporter, FRET; 0% DMSO wells, 100% control agonist wells | activation, % at 6 µM | 65,000 compounds, 0.69% hits | AID 574, 2007;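 active means activation above a set limit, the screen-wide mean activation plus 3 SD, cut at about 8.5% in these data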;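 further: 100% = positive control agonist at 1 µM giving full maximal response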
* = called active by the depositor; . = not tested or not shown. Compounds as they come, and some 8.3% of all compounds hit somewhere here.

Structure	S1P3 agonist	5HT1a antag	S1P1 ag pot	5HT1a ag	Jurkat tox 60K	HTR1E antagonist	HEK293 NFkB inh	D1 mod	5HT1E ag
CCn1c(SCC(=O)N2CCCc3ccccc32)nc2cccnc21	-0.7	5	4	1.7	3	8	7	-0.59	-1.5
CCOc1ccccc1C(=O)NC(C)c1ccc2c(c1)OCO2 (stereo not drawn)	-0.7	4	5	-1.8	6	13	3	0.91	1.3
Cc1ccc2cc(C#N)c(NCCNC(=O)C3CCC3)nc2c1C	20	-11	-7	0.7	2	-3	7	.	0.4
Cc1occc1C(=O)NCc1cccs1	-0.1	3	.	-0.2	0	3	10	0.57	-0.3
CN1CCN(CCC(=O)Nc2ccc(OCc3ccccc3)cc2)CC1	-0.8	8	6	-2.8	-1	0	-5	-1.9	0.8
CCCc1[nH]nc2c1C(CCc1ccccc1)C(C#N)=C(N)O2 (stereo not drawn)	-0.9	2	4	-0.4	-3	2	13	-1	-1.2
COc1ccc(S(=O)(=O)N(C)CC(=O)Nc2ccccc2SC)cc1Cl	-1.3	0	13	-4.5	1	4	12	2.5	0.2
C=CCc1c(C)nc(SC(C)C)[nH]c1=O	-1.2	-7	.	-1.1	1	4	3	0.67	0.4
COc1ccc(C(=O)c2cn[nH]c2-c2cc(Cl)ccc2O)cc1	-2.0	-4	-4	1.6	12	-6	-2	-2	-0.8
CC(CC#CCN1CCOCC1)OCCC#N (stereo not drawn)	-1.6	-6	-3	-3.2	4	7	18	-0.31	0.3
O=C(Nc1nnc(SCc2ccc(Cl)cc2)s1)c1ccco1	-1.0	7	-9	-1.4	2	-12	7	-0.21	0.6
CCn1c(SCC(=O)Nc2cc(C)on2)nnc1-c1cccs1	-0.7	2	-24	-1.2	-1	-10	6	0.044	-2.2
O=C(CN1CCOCC1)OCCCc1ccccc1	-1.7	-5	0	-3.1	-4	3	6	-0.58	1.4
CCOC(=O)c1ccc(CNC(=O)CSc2nnnn2-c2ccc(Cl)cc2)o1	-0.8	9	10	0.3	0	0	19	0.4	-1.3
O=C1C2C3C=CC(C3)C2C(=O)N1Cc1ccccc1 (stereo not drawn)	-0.5	2	.	-0.4	-1	-7	-3	-0.69	-1.0
CCCC(=O)Nc1c(C(=O)OCC)[nH]c2ccccc12	-1.2	11	-13	-1.2	2	4	11	0.6	0.2
CCCCNC(=O)c1ccc(CS(=O)(=O)c2cccc(C(F)(F)F)c2)o1	0.1	-2	-4	-0.1	0	-7	11	1	-1.5
CCC(C)c1ccc2oc(-c3ccc(NC(=O)Cn4cnc5c(=O)n(C)c(=O)n(C)c54)cc3)nc2c1 (stereo not drawn)	-0.5	9	111*	7.7	-2	-5	-1	.	1.9
Cc1cccc(C)c1NC(=O)CSc1nnc([C@H](C)NC(=O)OC(C)(C)C)o1	-0.2	5	12	-2.1	-4	3	8	0.51	0.6
COc1ccc2c(C)cc(=O)oc2c1C	-0.4	8	-12	-1.8	-6	-3	-11	5.7*	-1.2
O=C(CSc1nc(-c2ccccc2)c(-c2ccccc2)o1)N1CCOCC1	-0.9	-13	-5	2.3	-2	-9	5	-0.85	-0.4
COc1cc(CC(=O)Oc2ccc3c(c2)OCO3)cc(OC)c1OC	0.3	20	12	-4.4	8	12	6	0.69	-1.1
CN1CCN(CCC(=O)Nc2cccc(F)c2)CC1	-1.7	-2	-1	-2.8	5	-5	-5	0.32	-0.1
O=S(N1CCCCCC1)C12CC3CC(CC(C3)C1)C2 (stereo not drawn)	-0.8	-6	-13	-2.4	-3	-13	19	-1.5	0.1
CCN(c1cccc(C(F)(F)F)c1)S(=O)(=O)c1ccc2c(c1)CCN2C(C)=O	.	4	.	-0.5	.	6	16	0.49	0.4
CCCCC(O)(C(NC=O)C(=O)OC)C(F)(F)F (stereo not drawn)	-0.6	-6	-4	1.0	16	-2	24	-0.017	0.2
CC1(C)OC(=O)C(=CNC(Cc2c[nH]c3ccccc23)C(=O)O)C(=O)O1 (stereo not drawn)	-1.1	10	-13	-4.6	4	-3	18	0.29	0.1
CC1=C(C(=O)Nc2cccnc2)C(c2ccc(C(C)C)cc2)n2ncnc2N1 (stereo not drawn)	0.0	2	-14	-0.2	-9	-2	0	0.73	0.4
C=CCSc1nc(N)c(C#N)c(-c2ccc(C)cc2)c1C#N	-1.2	-10	44	-1.7	6	6	16	3.1*	-0.6
Cc1nc2sccn2c1P(c1c(C)nc2sccn12)c1c(C)nc2sccn12	0.2	-12	17	1.9	4	3	9	0.84	-0.3

Quoted at random: two compounds from above.
Structure	S1P3 agonist	5HT1a antag	S1P1 ag pot	5HT1a ag	Jurkat tox 60K	HTR1E antagonist	HEK293 NFkB inh	D1 mod	5HT1E ag
CCOC(=O)c1ccc(CNC(=O)CSc2nnnn2-c2ccc(Cl)cc2)o1	-0.8	9	10	0.3	0	0	19	0.4	-1.3
CCCCC(O)(C(NC=O)C(=O)OC)C(F)(F)F (stereo not drawn)	-0.6	-6	-4	1.0	16	-2	24	-0.017	0.2

Later entries.
Structure	S1P3 agonist	5HT1a antag	S1P1 ag pot	5HT1a ag	Jurkat tox 60K	HTR1E antagonist	HEK293 NFkB inh	D1 mod	5HT1E ag
O=C(CN1C(=O)c2cccc3cccc1c23)N1CCN(c2ccccc2)CC1	-0.1	2	17	-1.4	-5	3	11	-0.26	-0.4
COc1ccc(Cl)cc1S(=O)(=O)N1CCN(Cc2ccc3c(c2)OCO3)CC1	-0.3	-11	11	2.8	3	-1	7	-0.0024	0.5
O=C(Nc1ccccc1C(=O)N1CCCCCC1)c1cccc(S(=O)(=O)N2CCOCC2)c1	1.2	-7	-19	-1.1	0	5	11	-0.7	0.5
CCC(=O)Nc1cc2c(cc1C(=O)CC)OCCO2	.	-2	.	-2.0	.	0	15	14*	0.0
CC(=O)Nc1nc(-c2ccccc2)nc(C)c1C(C)=O	-1.1	2	-24	-4.7	-4	-5	3	0.033	-0.7
CCC(=O)N(Cc1ccc(S(N)(=O)=O)cc1)C1CC(=O)N(c2ccc(OC)cc2)C1=O (stereo not drawn)	-0.8	-8	-14	-2.3	-7	-5	8	0.26	-0.5
O=S(=O)(c1ccc(S(=O)(=O)n2cnc3ccccc32)cc1)N1CCCCCC1	-1.5	-9	-11	-1.6	-3	2	9	-0.0073	0.1
COc1cc(C2CC(=O)NC3=C2C(=O)CC(C)(C)C3)ccc1O (stereo not drawn)	0.0	-8	-18	0.0	-2	3	1	0.093	-0.4
CCCS(=O)(=O)N1CCCC(C(=O)NC(C)c2ccc3c(c2)OCCO3)C1 (stereo not drawn)	-1.7	0	-17	-1.8	1	15	0	-0.064	-0.4
CCOc1ccccc1NC(=O)CC1Nc2cc(C)c(C)cc2NC1=O (stereo not drawn)	0.1	17	-2	-1.4	10	2	5	1.3	0.0
COc1cc(OC)c(N(C)C(=O)CCNC(=O)Cn2cnc3ccccc3c2=O)cc1Cl	-0.9	-3	5	-1.0	0	-2	15	1.7	-0.3
Cn1c(N2CCC(C(N)=O)CC2)nc2c1c(=O)n(Cc1cccc(Br)c1)c(=O)n2C	-1.0	12	16	-2.3	-1	15	5	0.41	-0.3
Cc1nc(SCC#N)c2c(C)c(C)sc2n1	-0.3	19	-43	1.4	4	35*	18	5.8*	2.3
COC(=O)[C@H]1C2CCC(C(=O)OC)(CC2)[C@H]1C(=O)OC	0.6	-9	-16	-1.1	2	1	16	.	0.0
O=C(NC1CCCC1)C(c1ccc(N2CCOCC2)cc1)N(Cc1ccccc1)C(=O)c1ccco1 (stereo not drawn)	-1.4	14	11	-0.1	-2	-1	16	.	0.0
Cc1nc(NS(=O)(=O)c2ccccc2)sc1NC(=O)OCCN(C)C	-2.9	.	-12	-0.5	.	-9	.	.	-1.1
O=C(COc1ccc(S(=O)(=O)N2CCOCC2)cc1)NC1CCCC1	-0.8	10	17	-1.3	6	10	15	0.81	0.0
Cc1cc(C#N)c(C)n1-c1cc(C(F)(F)F)ccc1N1CCOCC1	0.6	43*	0	3.3	-3	12	11	-0.16	-0.7
O=C1CCCCCN1CP(=O)(O)CN1CCOCC1	0.1	-4	-4	-0.1	-5	-10	1	-0.25	4.1
COC(=O)CC1Oc2ccccc2N(Cc2ccccc2)C1=O (stereo not drawn)	-1.3	0	-20	-1.6	4	-15	-2	3.5	0.0
CCOC(=O)c1cccc(NC(=O)Cn2cc3c(n2)CCC(C)C3)c1 (stereo not drawn)	-0.8	-15	-22	-1.4	-1	3	5	0.67	1.4
Cc1nnc2ccc(N3CCC(C(N)=O)(N4CCCCC4)CC3)nn12	-0.7	-6	-12	6.3	7	0	10	-0.0046	-0.1
O=C1CC(c2ccccc2)CC(O)=C1C=NCCN1CCNCC1 (stereo not drawn)	-1.8	7	-8	-1.9	2	9	-20	0.54	-0.1
CCOC(=O)C1=C(C)N=C2SCCC(=O)N2C1c1cccs1 (stereo not drawn)	0.2	-14	-16	-1.2	0	5	16	-0.024	-0.2
COc1ccc(C(=O)N2CCCC2)cc1S(=O)(=O)N1CCC(C)CC1	-0.6	4	-14	-2.7	-5	3	12	0.66	-0.3
O=C(CCn1c(=O)c2sccc2n(CC(=O)OCc2ccccc2)c1=O)NCc1ccco1	0.2	-3	17	-0.9	-4	0	11	-0.97	-0.8
CCOC(=O)NC(=O)CSc1nnc(C)s1	-0.1	4	.	-0.7	-2	-3	-10	-0.19	0.7
COc1ccc(C2C(C(N)=O)=C(C)Nc3ncnn32)cc1 (stereo not drawn)	-1.1	-2	-30	-1.4	-2	6	24	0.7	1.1
C/C(Nc1ccc(F)cc1)=C(/C#N)C(N)=O	0.2	-10	-6	0.4	-8	0	5	0.4	-0.3
COc1nnc(-c2ccc(C(=O)N3C[C@@H]4C[C@H](C3)c3cccc(=O)n3C4)cc2)c2ccccc12	0.9	-9	-8	1.2	-18	-6	7	-0.27	0.4
CCN(CC)C(c1ccc(F)cc1)c1nnnn1C1CCCCC1 (stereo not drawn)	-0.4	17	-14	-2.0	7	0	19	-1.3	-1.1
